Source: PubChem BioAssay
HEK293 tox: cytotoxic in the GLP-1 receptor inverse agonist counter-screen; hit rate 0.13% among 410,000; Potency, µM (highest dose often 38.3 µM), for the others: at the highest dose activity change, negative = inhibition, hits mostly inhibitors; HEK293 cAMP-luciferase reporter cells, luminescence, 24 h; AID 624418;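 note: loss of luciferase light is scored as toxicity; potency is the fitted concentration of half-maximal effect; % is set by controls: 0 for no effect and ±100 for the full control effect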
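1536-well qHTS counterscreen of the MLSMR; 200 cells/uL, 12 h pre-incubation, 23 nL cpd, 24 h at 37 deg C 5% CO2, luciferase detection reagent, 12 min RT, luminescence. Inhibition = undesired.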
Abeta rescue: restores growth of yeast expressing A-beta42 peptide; yeast expressing A-beta42, growth rescue, OD600, 48 h; response scale: 0% DMSO, 100% iron-clioquinol control; Potency, µM (highest dose often 46.1 µM), without a hit: at the highest dose growth rescue, hits mostly activators; hit rate 0.063% among 410,000; note: potency is the fitted concentration of half-maximal effect; nearly all actives have a fitted effect of over 55% in size
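Yeast A-beta toxicity model in growth medium with pinned compounds, 48 h at 30 C; growth read as absorbance at 600 nm. Normalized to FeCl3/clioquinol equimolar mix (positive) and DMSO (negative).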
FUS suppressor: FUS proteinopathy suppression in yeast. Potency, µM (titrated, usually from 76.6 µM), for the others: at the highest dose growth rescue (activation), hits mostly activators. AID 1347120. S. cerevisiae FUS-expressing, growth rescue, OD600, 24 h. hit rate 0.24% among 390,000;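 note: potency is the fitted concentration of half-maximal effect; plate controls were DMSO vehicle for no effect and reference control for full effect; nearly all actives have a fitted effect of over 55% in size; some results filed as inactive show a strong effect at the top dose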
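Cultures pregrown in 2.5% raffinose medium are shifted to minimal medium containing 2% galactose to express toxic FUS. Compounds are tested at several concentrations. After 24hr at 30C, growth is quantified at 600 nm absorbance.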
aSyn rescue: inhibitors of alpha-synuclein toxicity in yeast. Yeast expressing alpha-synuclein, growth rescue, BacTiter-Glo, 24 h. Potency, µM (titrated, usually from 46.1 µM), without a hit: at the highest dose growth rescue (activation), usual class: activators. hit rate 0.14% among 370,000. AID 652106; note: potency is the fitted concentration of half-maximal effect; % of control where 0% means no effect; nearly all actives have a fitted effect of over 65% in size
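Galactose-induced alpha-syn yeast (OD600=0.02, raffinose-pregrown) + pinned cpd, 24 hr, 30 deg C; growth by BacTiter-Glo luminescence. Growth restoration scores as activation.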
TDP43 rescue: rescues yeast growth from TDP-43 toxicity; AID 652104; TDP-43 expressing yeast growth rescue, BacTiter-Glo, 24 h; hit rate 1.8% among 410,000; Potency, µM (series often up to 46.1 µM), without a hit: at the top dose growth rescue (activation), usual class: activators; note: potency is the fitted concentration of half-maximal effect; % of control where 0% means no effect; nearly all actives have a fitted effect of over 50% in size
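Galactose-induced TDP-43 yeast, OD600=0.02, compound pinned; 24 hr, 30 deg C; BacTiter-Glo luminescence for growth. Inhibitors of TDP-43 toxicity read as activators.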
PTHR1 agonist: activates the human parathyroid hormone receptor PTHR1; HEK293 GP2 PTHR1 cells, GloSensor cAMP luminescence, 1 h; Potency, µM (titrated, usually from 115 µM), inactives show top-dose activation, hits mostly activators; hit rate 0.075% among 410,000; AID 743266; note: potency is the fitted concentration of half-maximal effect; nearly all actives have a fitted effect of over 55% in size; some results filed as inactive show a strong effect at the top dose; inactives centre near -15; many of its hits are not listed in these tables
Target sequence (Q03431 whole entry, looked up): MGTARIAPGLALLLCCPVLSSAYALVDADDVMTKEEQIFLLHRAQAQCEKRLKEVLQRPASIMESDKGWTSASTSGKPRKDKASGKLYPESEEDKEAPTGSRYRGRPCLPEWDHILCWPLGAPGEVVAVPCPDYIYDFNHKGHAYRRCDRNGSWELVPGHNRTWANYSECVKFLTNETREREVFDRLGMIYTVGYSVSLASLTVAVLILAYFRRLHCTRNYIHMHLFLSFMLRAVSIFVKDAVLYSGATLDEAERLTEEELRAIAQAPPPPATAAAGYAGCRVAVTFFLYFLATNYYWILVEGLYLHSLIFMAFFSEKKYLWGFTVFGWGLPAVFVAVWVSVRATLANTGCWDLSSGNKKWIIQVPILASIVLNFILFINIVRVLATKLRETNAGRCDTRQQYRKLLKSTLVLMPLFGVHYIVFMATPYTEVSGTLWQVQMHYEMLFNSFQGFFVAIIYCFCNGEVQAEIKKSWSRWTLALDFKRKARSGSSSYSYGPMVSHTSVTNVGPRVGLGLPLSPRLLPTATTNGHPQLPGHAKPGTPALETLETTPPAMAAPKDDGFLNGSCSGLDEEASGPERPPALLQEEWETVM
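HEK-293-derived GP2 cells expressing PTHR1 and a GloSensor cAMP reporter, 3,000/well, plated overnight, given luciferin plus IBMX (each 0.5 mM as added) for 1 h at 37 °C, then compound for 1 h at 37 °C. Luminescence was read after 15 min at room temperature.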
GLP1R inv ag: GLP-1 receptor (human) inverse agonism | P43220 | HEK293 GLP-1R CRE-luciferase, luminescence, 24 h; GLP-1R form is constitutively active | Potency, µM (top dose mostly 38.3 µM), inactives show at the top dose activity change, negative = inhibition, hits mostly inhibitors | hit rate 1.6% among 410,000; note: potency is the fitted concentration of half-maximal effect; % is set by controls: 0 for no effect and ±100 for the full control effect; nearly all actives have a fitted effect of over 55% in size
Target sequence (P43220 whole entry, looked up): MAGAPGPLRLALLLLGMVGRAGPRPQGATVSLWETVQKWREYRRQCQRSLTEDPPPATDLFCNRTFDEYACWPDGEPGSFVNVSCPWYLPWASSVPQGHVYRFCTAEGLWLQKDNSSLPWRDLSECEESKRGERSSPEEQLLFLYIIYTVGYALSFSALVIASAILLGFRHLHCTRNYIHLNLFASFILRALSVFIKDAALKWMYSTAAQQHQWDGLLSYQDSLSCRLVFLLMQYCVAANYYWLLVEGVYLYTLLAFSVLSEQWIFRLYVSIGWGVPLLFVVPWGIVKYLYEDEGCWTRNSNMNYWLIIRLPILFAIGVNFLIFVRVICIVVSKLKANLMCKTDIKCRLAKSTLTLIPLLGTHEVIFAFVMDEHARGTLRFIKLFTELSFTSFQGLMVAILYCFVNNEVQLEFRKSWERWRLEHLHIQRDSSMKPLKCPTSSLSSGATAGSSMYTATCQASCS
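GLP-1R inverse agonism mode: basal reporter luminescence in engineered HEK293 cells measured after one day of compound exposure at 37 deg C, with a 12 min room-temperature detection step.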
MmCpn inh: blocks the Methanococcus maripaludis chaperonin Mm-Cpn | purified Mm-Cpn ATPase, ADP Transcreener TR-FRET | Potency, µM (highest dose often 76.9 µM), for the others: at the top dose activity, negative = inhibition, most hits filed as inhibitors | hit rate 0.031% among 330,000; note: potency is the fitted concentration of half-maximal effect; % is set by controls: 0 for no effect and ±100 for the full control effect; nearly all actives have a fitted effect of over 80% in size
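Purified archaeal chaperonin (25 nM final) was preincubated with compound for 10 min at 37°C, then ATP (10 uM final) was added for 30 min at 37°C in Tris pH 7.4/KCl/MgCl2/DTT buffer. ADP was quantified by HTRF Transcreener TR-FRET.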
pAkt inh: blocks phosphorylation of Akt. hit rate 0.32% among 360,000. activity change, % for hits at 50 µM. Neuro2A IGF-stimulated pAkt S473 HTRF, 20 min; hits give low values; in the data active = activity change below about -80%; inconclusive = mostly about -51% to -80%; note: % is set by controls: 0 for no effect and ±100 for the full control effect
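Single-point screen (50 µM final compound) in Neuro2A cells stimulated 20 min with 6 nM IGF at 37 deg C. After lysis, Ser473-phosphorylated Akt read by HTRF (ex 330 nm, em 615/665 nm) as the 665/615 ratio.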
Numbers without * were called inactive; i = inactive; ? = inconclusive; . = no result given; [ ] = another dose, or the depositor's remark. Unless noted, calls come from the whole dose curve; as a rule, active = well fitted curve in the direction sought with a large enough effect; inconclusive = small, poorly fitted or top-dose-only effect, or another doubt; inactive = no such curve, though single readings can be large; an effect the other way counts as inactive or inconclusive. A portion of the library; the hit share may differ from the screen's.

SMILES,HEK293 tox,Abeta rescue,FUS suppressor,aSyn rescue,TDP43 rescue,PTHR1 agonist,GLP1R inv ag,MmCpn inh,pAkt inh
COc1ccc(C(CNC(=O)COc2ccccc2C)N2CCOCC2)cc1 (stereo not drawn),-6%,6%,0%,2%,8%,-6%,-15%,0%,i
O=C1c2ccccc2C(c2nnnn2Cc2ccccc2)N1CCc1ccc(O)cc1 (stereo not drawn),-3%,-2%,2%,1%,20%,-44%[inhibitor],11%,.,i
NC(=O)c1ccc(-n2c(CCC(=O)O)ccc2-c2cccs2)cc1,-2%,2%,15%,0%,-4%,i,5%,-4%,i
COc1ccccc1C(=O)Nc1ccnn1C1CCN(C(=O)c2ccoc2C)CC1,4%,2%,6%,-6%,-10%,-22%,20%,0%,i
Cc1ccccc1CNC(=O)CCC(=O)N1Cc2ccccc2Oc2ncccc21,-8%,-2%,-2%,0%,5%,-21%,20%,0%,.
CCOC(=O)c1cc(-c2ccccc2)n(-c2cccc(C(=O)Nc3ccc(OC)cc3)c2)c1C,5%,-18%,7%,.,-1%,3%,?,.,.
O=C(CNC(=O)c1ccncc1)N/N=C/c1cccc([N+](=O)[O-])c1,7%,-2%,29%,-4%,-10%,?,11%,3%,i
O=C(c1cc2ccccc2oc1=O)N1CCN(C(=O)C2CCCO2)CC1 (stereo not drawn),1%,-18%,?,-1%,0%,-16%,4%,0%,i
O=C(Nc1cccc(Cl)c1)c1nc[nH]c1C(=O)NCc1ccccc1,-5%,-4%,-16%,-3%,12%,-8%,3%,-4%,i
CCOC(=O)N1CCN(Cc2cc(=O)oc3ccc4ccccc4c23)CC1,-9%,6%,0%,7%,17%,-13%[57.5 µM],-10%,-4%,i
CCN(C(=O)COC(=O)c1cccnc1SC)C1CCCCC1,7%,16%,-4%,12%,?,-4%,?,3%,i
NS(=O)(=O)c1cccc(NC(=O)COC(=O)CN2C(=O)C3CC=CCC3C2=O)c1 (stereo not drawn),-1%,-3%,14%,0%,1%,-14%,0%,0%,i
Cc1cccn2c(CN3CCCC(c4ccccc4)C3)c(C(=O)N3CCOCC3)nc12 (stereo not drawn),1%,-8%,1%,-4%,-13%[0.397 µM],i,2%,0%,i
Cc1nn(C)c(Cl)c1CN1CCN(C2CCCC2)C(CCO)C1 (stereo not drawn),-16%,6%,2%,5%,-1%,-1%,3%,1%,i
CC(C)n1ncc2c(C(=O)Nc3ccccc3SCC(N)=O)cc(C3CC3)nc21,-11%,8%,1%,-5%,6%,-47%[inhibitor],-27%,.,i
Cc1ccc(NC(=O)CC2NCCNC2=O)cc1Cl (stereo not drawn),0%,2%,-39%[inhibitor],0%,15%,-22%,12%,0%,i
C/C(=N\NS(=O)(=O)c1ccc(Br)cc1)c1cccs1,41%[activator],16%,21%,6%,3%,-16%,66%[activator],-2%,i
O=c1c(Cc2ccccc2)c(O)ccn1C1CCCCCCC1,9%,-9%,-13%,-14%,-5%,-43%[inhibitor],?,-3%,i
O=C(/C=C/Nc1ccccc1)C(F)(F)F,5%,-21%,-21%,-2%,-21%[9.22 µM],5%,-22%,-1%,i
COC(=O)[C@@]12C[C@@H](CC(=O)N3CCC(c4ccccc4)CC3)C(=O)N(CCc3ccc(OC)c(OC)c3)C1=CCC(C)(C)C2,-24%,-3%,?,17%,?,-18%,?,.,i
COc1ccccc1CNC(=O)C1CCN(c2nc3ccc(Cl)cc3[nH]2)CC1,-6%,-10%,-1%,.,14%,-10%,?,.,.
O=C(c1ccccc1)C1CCN(C(=O)c2ccc(Cl)cc2)CC1,2%,1%,23%,1%,11%,-19%,?,2%,i
Cc1c(C)n(C(=O)CSc2ncn[nH]2)c2ccccc12,0%,1%,3%,11%,21%,i,15%,3%,i
O=c1oc(-c2ccccc2)nc2c1cnn2-c1ccccc1,4%,13%,20%,-5%,-5%,-8%[57.5 µM],-5%,1%,?
CCOC(=O)C1CCCN(C(=O)C2c3ccccc3Oc3ccccc32)C1 (stereo not drawn),-8%,-7%,.,2%,0%,-12%,?,-2%,i

At a glance, part of the list above.
SMILES,HEK293 tox,Abeta rescue,FUS suppressor,aSyn rescue,TDP43 rescue,PTHR1 agonist,GLP1R inv ag,MmCpn inh,pAkt inh
COc1ccc(C(CNC(=O)COc2ccccc2C)N2CCOCC2)cc1 (stereo not drawn),-6%,6%,0%,2%,8%,-6%,-15%,0%,i
O=C1c2ccccc2C(c2nnnn2Cc2ccccc2)N1CCc1ccc(O)cc1 (stereo not drawn),-3%,-2%,2%,1%,20%,-44%[inhibitor],11%,.,i

The listing continues:
SMILES,HEK293 tox,Abeta rescue,FUS suppressor,aSyn rescue,TDP43 rescue,PTHR1 agonist,GLP1R inv ag,MmCpn inh,pAkt inh
CCOC(=O)CSc1nnc(-c2ccc(S(=O)(=O)N3CCC(C)CC3)cc2)o1,8%,-1%,14%,3%,-15%,?,4%,-1%,i
C=CC[C@@H](Cc1ccc(F)cc1)C(=O)OC[C@@H]1CCCN1C(=O)[C@@H](CC=C)CC(=O)NCCO,7%,9%,8%,11%,26%,i,0%,-2%,i
COc1ccc(CNC(=O)CN(c2ccc(OC)cc2)S(=O)(=O)c2c(C)nn(C)c2C)cc1,-22%,-16%,13%,4%,10%,i,-2%,2%,i
COc1cccc(C=C(C(C)=O)C(=O)c2ccccc2)c1,-22%,-55%[inhibitor],1%,?,11µM*,-57%[inhibitor],?,.,i
COc1ccc(NC(=O)C(c2ccc(OC)cc2)N(C)C(=O)CC2NC(=O)NC2=O)cc1 (stereo not drawn),0%[1.53 µM],-4%,6%,0%,-20%,1%,6%,1%,i
Cc1ccc(-c2nnn(CC(=O)N(c3ccccc3F)C(CC(C)C)C(=O)NCC3CCCO3)n2)cc1 (stereo not drawn),-17%,-9%,-6%,.,-12%,-15%,-3%,1%,.
O=C(Nc1ccccc1O)c1c(O)c2c([nH]c1=O)CCCC2,-22%,3%,27%,10%,-8%,-58%[inhibitor],?,1%,i
CCN(C(=O)COC(=O)c1c(-c2ccccc2)noc1C)c1c(N)n(Cc2ccccc2)c(=O)[nH]c1=O,-15%,8%,13%,0%,14%,-16%,1%,-1%,i
CC(NC(=O)Cn1c(-c2cccs2)cc2cc(F)ccc21)c1ccccc1 (stereo not drawn),6%,-6%,-2%,.,10%,-11%,17%,.,.
O=C(Nc1ccccc1N1CCN(C(=O)c2ccccc2)CC1)c1ccc2c(c1)OCO2,5%,-34%,?,-14%,0%,i,0%,1%,i
COc1ccc2[nH]cc(C(=O)CN3CCCC(C)(C)C3)c2c1,-13%,9%,-2%,11%,5%,i,-11%,-1%,i
N#Cc1nc(-c2cccs2)oc1NCc1ccc(Cl)cc1,7%,9%,.,-17%,?,-14%,-6%,-8%,i
COc1ccc(CCn2c(C)cc3c(c2=O)C(c2ccncc2)C(C#N)=C(N)O3)cc1OC (stereo not drawn),-17%,-1%,4%,0%,9%,?,4%,0%[15.4 µM],i
CC(/C=C1\NC(=S)NC1=O)=C\c1ccccc1,5%,3%,-11%,7%,-5%,i,21%,-1%,i
Cc1onc(-c2c(F)cccc2Cl)c1C(=O)ONC(=O)c1ccco1,5%,8%,-2%,0%,18%,i,7%,-1%,i
O=C(CCNC(=O)c1ccccc1Cl)NCC12CC3CC(CC(C3)C1)C2,-1%,-5%,-5%,-4%,8%,-21%,3%,0%,i
COC(=O)c1cc(S(=O)(=O)N2CCN(c3cccc(C)c3C)CC2)c[nH]1,3%,16%,?,-1%,?,-34%[inhibitor],-30%,0%,i
NS(=O)(=O)c1cc(C(=O)NCCc2ccccn2)ccc1Cl,2%,-23%,-3%,-7%,-9%,?,2%,0%,i
Cn1c(=O)c2ccccc2n2c(=S)[nH]nc12,3%,-13%,-18%,-7%,6%,-1%,3%,-6%,i
CCCOc1ccc(C(=O)Nc2ccc(NC(=O)c3cccc(Cl)c3)cc2)cc1,0%,3%,-9%,.,23%,i,2%,.,.
COC(=O)CC(NC(=O)CN1CCN(c2ccc(F)cc2)CC1)c1cccc(F)c1 (stereo not drawn),8%,2%,-3%,0%,-6%,-5%,-6%,1%,i
COc1ccc(C=C2SC(=S)NC2=O)cc1,?,-4%,15%,-2%,-18%,14%,1%,.,i
CCOc1ccc(C2c3[nH]c4ccccc4c3CCN2C(=O)CSCc2ccc(F)cc2)cc1 (stereo not drawn),-12%,-8%,?,.,2%,?,2.8µM*,.,.
Cc1ccc(/C=C/C(=O)Nc2ccc(N(C)C)cc2)o1,-34%,1%,33%,-15%,-7%,-29%,-15%,-7%,i
CCOC(=O)C1=C[C@@H](CC)N(S(=O)(=O)c2ccc(C)cc2)[C@H]1c1cccs1,16%,-10%,30%,-13%,12%,-33%[inhibitor],?,.,i
O=C(COC(=O)CNC(=O)c1ccc(F)cc1)NC1CCCc2ccccc21 (stereo not drawn),1%,-5%,20%,-5%,-4%,i,5%,-1%,i
CN(CC(=O)Nc1ccc(F)cc1)C(=O)CN1C(=O)c2cccc([N+](=O)[O-])c2C1=O,-10%,1%,.,-1%,0%,-3%,1%,0%,i
